From PubChem
TRPC4 PAM = positive allosteric modulators of TRPC4, primary screen, cell-based, mouse TRPC4beta, HEK293 mu-opioid, Fluo-4 calcium; B-score at 10 µM; hit rate 0.42% among 310,000; DAMGO EC20, Fluo-4 Ca2+ flux; hits give high values; AID 2227, 2009;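 active = B-score of calcium response area above 5 SD of library B-scores, with initial fluorescence ratio within 5 SD of library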;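 note: B-score of integrated fluorescence ratio over time as area under calcium response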
TRPC4 inh = inhibitors of mouse TRPC4 channel, primary screen, Fluo4 calcium, HEK293 TRPC4beta/mu-opioid cells. Short transient receptor potential channel 4 (Mus musculus), Q9QUQ5. hit rate 0.39% among 300,000. DAMGO-evoked Fluo4 calcium flux; hits give low values. B-score at 10 µM;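 active = B-score over 3 SD under the library average, no early fluorescence shift, positive overall ratio signal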
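Test system – stable TRPC4beta/mu-opioid receptor HEK293 cells · Probe or stimulus – DAMGO, a submaximal dose followed by a maximal one · Dosing – one concentration per compound · Signal – Fluo4 calcium fluorescence by kinetic imaging, 5 s 1 Hz baseline · Evaluation – per-well B score of integrated baseline-normalized Fluo4 ratio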
hERG rescue = hERG rescue from dofetilide block, primary screen, cell-based, CHO-hERG, FluxOR thallium flux, dofetilide IC70; Voltage-gated inwardly rectifying potassium channel KCNH2 (Homo sapiens), Q12809; dofetilide IC70 present; activation (rescue from dofetilide block), less the hit threshold, % at 10 µM; hit rate 0.51% among 310,000; AID 1511, 2009;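 active = activation above the mean of controls blocked by dofetilide plus 5 SD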;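 note: thallium influx through hERG after potassium depolarization seen as dye fluorescence rise; in these data hits start at about 4.7%; inactives centre near -7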
KCNQ1 inh = inhibitors of human KCNQ1 channel, primary screen, cell-based, thallium flux, high-throughput | Potassium voltage-gated channel subfamily KQT member 1 (Homo sapiens), P51787 | CHO-K1 KCNQ1, FluxOR thallium flux fluorescence; hits give high values | B-score at 10 µM | hit rate 1.3% among 310,000;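 active = compounds whose thallium flux B-score, printed positive for inhibition, exceeds three library SD while starting fluorescence stays within three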;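 note: channel opened by potassium depolarization with thallium stimulus after 20 min compound exposure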
Target sequence (P51787 whole entry, looked up): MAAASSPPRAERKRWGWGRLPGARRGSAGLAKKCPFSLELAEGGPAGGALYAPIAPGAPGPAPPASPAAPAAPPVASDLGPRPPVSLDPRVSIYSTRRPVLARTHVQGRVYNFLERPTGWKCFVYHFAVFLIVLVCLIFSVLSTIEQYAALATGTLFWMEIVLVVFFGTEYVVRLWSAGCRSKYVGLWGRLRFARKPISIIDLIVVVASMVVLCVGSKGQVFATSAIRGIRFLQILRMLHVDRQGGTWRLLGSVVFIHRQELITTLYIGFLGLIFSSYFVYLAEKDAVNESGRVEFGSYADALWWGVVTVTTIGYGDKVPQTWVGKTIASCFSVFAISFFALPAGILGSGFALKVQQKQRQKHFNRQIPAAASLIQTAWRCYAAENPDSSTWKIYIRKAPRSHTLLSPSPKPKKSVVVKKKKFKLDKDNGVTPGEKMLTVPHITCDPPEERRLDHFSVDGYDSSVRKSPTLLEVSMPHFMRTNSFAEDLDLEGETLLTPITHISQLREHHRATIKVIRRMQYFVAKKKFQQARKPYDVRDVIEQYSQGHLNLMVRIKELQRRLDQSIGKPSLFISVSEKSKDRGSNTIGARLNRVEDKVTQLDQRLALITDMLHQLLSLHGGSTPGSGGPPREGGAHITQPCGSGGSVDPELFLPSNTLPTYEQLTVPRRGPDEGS
DYRK1A inh = rat Dyrk1A kinase inhibitors, primary screen, biochemical, single point, plate reader; ADP-Glo luminescence, NFATc1 peptide; hit rate 0.43% among 310,000; Dual specificity tyrosine-phosphorylation-regulated kinase 1A (Rattus norvegicus), Q63470; inhibition, % at 12.5 µM; in the data active = inhibition above about 50%;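 note: plate controls were vehicle with enzyme for no effect and no enzyme for full effect; many of its hits are not listed in these tables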
TRPC4 act = activators of mouse TRPC4 channel, primary screen, Fluo4 calcium, HEK293 TRPC4beta/mu-opioid cells; Short transient receptor potential channel 4 (Mus musculus), Q9QUQ5; Fluo4 calcium fluorescence; hits give high values; B-score at 10 µM; hit rate 0.49% among 310,000;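 active = B-score above 5 SD of library B-scores, and initial fluorescence ratio not above library mean plus 5 SD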;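 note: positive B-score marks a calcium rise read as TRPC4 activation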
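Test system: HEK293 cells stably co-expressing mouse TRPC4beta and mu-opioid receptor | Schedule: Fluo4 dye loading 45 min at room temperature, 110 s recording | Measured by: Kinetic Fluo4 calcium fluorescence, 5 s baseline at 1 Hz | Evaluation: B score of integrated ratio | Controls: Buffer (low) and maximal DAMGO (high)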
PolyA inhibitor = polyadenylation inhibitors in yeast reporter cells, primary screen, luminescence, S. cerevisiae; hit rate 0.02% among 300,000; calls only at 12 µM; AID 1875, 2009; S. cerevisiae SKY197-pL101 polyadenylation reporter, beta-gal luminescence; efflux-impaired pdr1/pdr3 knockout yeast; score 100 = 6 SD above DMSO;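 active = lowest replicate activity score at least 50, where 100 means six control SD above control mean; inconclusive = lowest score under 50 but half or more replicates reach 50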;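 note: yeast exposed to compound for 9 h at 30 °C; higher score means more reporter readthrough which indicates perturbed polyadenylation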
Platelet DG rel = inhibitors of platelet dense granule secretion, primary screen, cell-based, MLPCN, human platelets; hit rate 0.22% among 300,000; AID 1663, 2009; human platelet-rich plasma, SFLLRN dense granule ATP release, luminescence; inhibition, %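 (compounds screened at 7.5 µM in platelet-rich plasma)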;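 active = mean replicate score, as percent of positive control, at or above 50; inconclusive = mean below 50 but at least one replicate at or above 50; inactive = mean and every replicate below 50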
KCNK3 block = human KCNK3 channel inhibitors, primary screen, CHO cells, FluxOR thallium flux, B-score; hit rate 0.84% among 340,000; FluxOR fluorescence; hits give low values; B-score at 10 µM; AID 602410, 2012; Potassium channel subfamily K member 3 (Homo sapiens), O14649;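 active = B-score under library mean minus 4 SD, starting fluorescence ratio at most library mean plus 5 SD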;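 note: more negative B-score means stronger inhibition of thallium flux through KCNK3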
Target sequence (O14649 whole entry, looked up): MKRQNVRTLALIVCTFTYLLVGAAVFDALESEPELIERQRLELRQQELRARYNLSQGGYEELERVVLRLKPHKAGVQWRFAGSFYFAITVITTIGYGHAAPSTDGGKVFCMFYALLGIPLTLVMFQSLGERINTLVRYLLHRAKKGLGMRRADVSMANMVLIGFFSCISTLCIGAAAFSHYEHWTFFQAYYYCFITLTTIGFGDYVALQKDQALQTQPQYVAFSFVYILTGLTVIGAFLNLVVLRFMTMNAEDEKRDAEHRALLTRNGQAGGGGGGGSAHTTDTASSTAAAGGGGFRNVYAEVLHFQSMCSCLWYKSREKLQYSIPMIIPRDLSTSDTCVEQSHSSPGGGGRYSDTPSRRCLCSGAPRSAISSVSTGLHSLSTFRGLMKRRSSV
KCNK9 inh = KCNK9 potassium channel inhibitors, primary screen, HEK293 cells, thallium flux; Potassium channel subfamily K member 9 (Homo sapiens), Q9NPC2; FluxOR thallium flux fluorescence; hits give low values; hit rate 1.2% among 310,000; B-score at 10 µM;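 active = ratio B-score over 3 SD below the library mean, with starting fluorescence within 5 SD of its mean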;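 note: negative B-score means less thallium flux so channel inhibition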
KCNQ1 pot = potentiators or activators of KCNQ1 channel, primary screen, cell-based, thallium flux, high-throughput; CHO-K1 KCNQ1, thallium flux FluxOR fluorescence; hits give high values; B-score at 10 µM; hit rate 0.35% among 310,000; AID 2648, 2010;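 active = fluorescence ratio B-score, a plate-corrected score, at least three library SD, with initial intensity B-score within 5 SD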
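Material: CHO-K1 cells stably expressing KCNQ1. Medium: assay buffer for compound exposure, DMSO matched across wells. Reagent: K+/Tl+ depolarizing stimulus. Compound dosing: single-concentration screen. Times: 37 °C overnight plating, 90-min dark dye load, 20-min compound pretreatment. Technique: FluxOR Tl+ flux fluorescence.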
An asterisk follows results filed as active; i = inactive; ? = inconclusive; . = not tested or not shown. Only part of the results is shown, so the mix of outcomes need not match the whole.

No. | Structure | TRPC4 PAM | TRPC4 inh | hERG rescue | KCNQ1 inh | DYRK1A inh | TRPC4 act | PolyA inhibitor | Platelet DG rel | KCNK3 block | KCNK9 inh | KCNQ1 pot
1 | Cc1ccc(Sc2cc(NCCCO)c([N+](=O)[O-])c3nonc23)cc1 | i | i | -7 | i | -4 | i | i | -57 | i | i | i
2 | CCNC(=O)COC(=O)C1C(C(=O)OCC)=C(C)NC(C)=C1C(=O)OCC | i | i | -6 | i | -2 | i | i | -1 | i | i | i
3 | CC(/C=C1\SC(=S)N(NC(=O)c2ccc(C)cc2)C1=O)=C\c1ccccc1 | i | i | -12 | i | -13 | i | i | 0 | i | i | i
4 | Cc1cc(OC(=O)c2ccccc2Cl)cc(=O)n1C | i | i | -8 | i | 4 | i | i | -4 | i | i | i
5 | Cc1ccc2c(c1)c(C)cc(=O)n2CCC(=O)O | i | i | -2 | i | -1 | i | i | 7 | i | i | i
6 | O=C1CCC(C(=O)N2CCOCC2)CN1Cc1ccc(Cl)cc1 (stereo not given) | i | i | -7 | i | 2 | i | i | -14 | i | i | i
7 | CC(OC(=O)c1cccs1)C(=O)NC1CC1 (stereo not given) | i | i | -7 | i | -9 | i | i | -7 | i | i | i
8 | CC(C)(C)c1nnc(NC(=O)COc2ccc3c(c2)OCO3)s1 | i | i | -8 | i | 6 | i | i | -9 | i | i | i
9 | COc1ccc(-c2cc(CNS(=O)(=O)c3ccccc3)on2)cc1 | i | i | -4 | i | 3 | i | i | 5 | i | i | i
10 | CCCCn1c(=O)[nH]c(=O)c2c1nc(-c1ccsc1)n2Cc1ccccc1 | i | i | -1 | i | 5 | i | i | 5 | i | i | i
11 | O=C1NC(=O)c2cc(NC(=O)c3cccc4ccccc34)ccc21 | i | i | -6 | i | -1 | i | i | -4 | i | i | i
12 | COc1ccccc1C(=O)NCCC(=O)Nc1ncccc1C | i | i | -4 | i | -7 | i | i | -11 | i | i | i
13 | COc1ccc(CCNC(=S)Nc2ccc(S(=O)(=O)Nc3ncccn3)cc2)cc1OC | i | i | -11 | i | 4 | i | i | -2 | i | i | i
14 | CCOCC(=O)Nc1nnc(COc2ccc(Cl)cc2)s1 | i | i | -15 | i | 3 | i | i | -3 | i | i | i
15 | O=C(CSc1nnc(-c2ccncc2)n1Cc1ccccc1)NC1CCCCC1 | i | i | -15 | i | -7 | i | i | 12 | i | i | i
16 | O=C(NCc1ccccc1)C1(C(F)(F)F)CC(CCCO)CCCO1 (stereo not given) | i | i | -8 | i | 7 | i | i | -3 | i | i | i
17 | CCOc1cc(C(=O)NCCCn2ccnc2)cc(OCC)c1OCC | i | i | -10 | i | 3 | i | i | 13 | i | i | i
18 | O=C(NCc1ccccn1)c1cc(S(=O)(=O)N2CCCCCC2)ccc1Cl | i | i | -2 | i | 2 | i | i | 9 | i | i | i
19 | COc1cc2ccccc2cc1C(=O)Nc1ccncc1 | i | i | -16 | i | 22 | i | i | -4 | i | i | i
20 | COc1ccccc1N1C(=O)C2C(c3ccc(F)cc3)NN(C(=O)c3ccc(C)cc3)C2C1=O (stereo not given) | i | i | -12 | i | 8 | i | i | 14 | i | i | i
21 | Cc1ccc(CN2CCN(C(=O)CCc3ccccc3)CC2)cc1 | i | i | -9 | i | -4 | i | i | -4 | i | i | i
22 | O=[N+]([O-])c1cccc(C2=NC(c3ccccc3)CO2)c1 (stereo not given) | i | i | -7 | i | 1 | i | i | -3 | i | i | i
23 | COc1ccc(CNc2nc(NCc3ccc(OC)cc3)c3[nH]cnc3n2)cc1 | i | i | -6 | i | 7 | i | i | -9 | i | i | i
24 | COc1ccccc1CC(=O)N1CCC(CCC(=O)NC2CC2)CC1 | i | i | -2 | i | 1 | i | i | -1 | i | i | i
25 | CC1CC(C)CN(C(=O)COC(=O)Cc2ccc(Br)cc2)C1 (stereo not given) | i | i | -11 | i | -3 | i | i | -1 | i | i | i
26 | O=C(CNC(=O)C1CCCCC1)OCC(=O)c1ccc(Br)cc1 | i | i | -5 | i | 0 | i | i | -4 | i | i | i
27 | CCOc1ccc(-c2nc(C#N)c(N3CCCCCC3)o2)cc1 | i | i | -20 | i | 2 | i | i | -4 | i | -8.6* | i
28 | c1ccc2c(-c3cncc4ccccc34)cncc2c1 | i | i | -8 | i | 11 | i | i | -12 | i | i | i
29 | Cn1ccnc1SCC(=O)Nc1nc2ccccc2s1 | i | i | -18 | i | 3 | i | i | 2 | i | i | i
30 | CCOC(=O)N1CCN(CC(O)COc2ccc(C)c(C)c2)CC1 (stereo not given) | i | i | -2 | i | -1 | i | i | 5 | i | i | i
31 | CCCNC(=O)c1ccc2c(c1)C1C3CCC(C3)C1C(c1ccccc1)N2 (stereo not given) | i | i | -8 | i | 1 | i | i | 1 | i | i | i
32 | O=[N+]([O-])c1ccc(Nc2ccccn2)c([N+](=O)[O-])c1 | i | i | -8 | i | 7 | i | i | 2 | i | i | i
33 | CC(C)(C)/C(O)=C/c1nc2ccccc2[nH]c1=O | i | i | -8 | i | 0 | i | i | -15 | i | i | i
34 | N#Cc1cnc(N)c(Br)c1 | i | i | -10 | i | 5 | i | i | -4 | i | i | i
35 | CCNC(=S)Nc1cc(C)ccn1 | i | i | -2 | i | -2 | i | i | 18 | i | i | i
36 | c1ccc(Oc2nc(N3CCOCC3)nc(N3CCOCC3)n2)cc1 | i | i | -13 | i | 0 | i | i | -1 | i | i | i
37 | Nc1nc(SCC(=O)NCC2CCCO2)[nH]c(=O)c1NC(=O)c1ccco1 (stereo not given) | i | i | -3 | i | 1 | i | i | 3 | i | i | i
38 | COc1ccc(CNS(=O)(=O)c2ccc(OC)cc2)cc1 | i | i | -5 | i | 4 | i | i | -2 | i | i | i
39 | CCCc1[nH]nc2c1C(c1ccc(OCCN3CCOCC3)c(OC)c1)C(C#N)=C(N)O2 (stereo not given) | i | i | -5 | i | 3 | i | i | . | i | i | i
40 | CCOC(=O)C(Cc1ccccc1)(Cc1ccccc1)C(C)=O | i | i | -8 | i | -3 | i | i | 1 | i | i | i
41 | Cc1nn(CC(=O)Nc2ccc(S(N)(=O)=O)cc2)c(=O)c2ccccc12 | i | i | -10 | i | -4 | i | i | -7 | i | i | i
42 | NC(=O)NC(=O)COC(=O)c1ccc(Cl)c(S(=O)(=O)N(Cc2ccccc2)c2ccc(Cl)cc2)c1 | i | i | -10 | i | -8 | i | i | 11 | i | i | i
43 | COc1ccc(C(=O)Nc2cc3c4c(c2)CC(=O)N4CCC3)c(OC)c1 | i | i | -8 | i | 7 | i | i | 6 | i | i | i
44 | O=C(COC(=O)c1ccc(Br)cc1)Nc1ccccc1Br | i | i | -8 | i | 0 | i | i | 0 | i | i | i
45 | COc1cc(C(=O)O)c([N+](=O)[O-])c(OC)c1OC | i | i | -8 | i | 8 | i | i | -1 | i | i | i
46 | CCOc1ccc(S(=O)(=O)NCc2ccncc2)cc1 | i | i | -8 | i | -1 | i | i | 3 | i | i | i
47 | Nc1nc(NC(=O)CCCC(=O)O)nn1-c1ccccc1 | i | i | -3 | i | 15 | i | i | -2 | i | i | i
48 | C/C=C/C(=O)OCC(=O)Nc1ccc(C)c(S(=O)(=O)N(C)C)c1 | i | i | -10 | i | 0 | i | i | -12 | i | i | i
49 | CC(=O)c1cccc(NC(=O)c2csc(-n3nc(C)cc3C(F)(F)F)n2)c1 | i | i | -11 | i | 1 | i | i | 0 | i | i | i
50 | N#Cc1cc(-c2ccccc2)nnc1Oc1ccccc1Cl | i | i | 0 | i | -46 | i | i | -35 | i | i | i

Structural class: those above with fluorine (3)
No. | Structure | TRPC4 PAM | TRPC4 inh | hERG rescue | KCNQ1 inh | DYRK1A inh | TRPC4 act | PolyA inhibitor | Platelet DG rel | KCNK3 block | KCNK9 inh | KCNQ1 pot
16 | O=C(NCc1ccccc1)C1(C(F)(F)F)CC(CCCO)CCCO1 (stereo not given) | i | i | -8 | i | 7 | i | i | -3 | i | i | i
20 | COc1ccccc1N1C(=O)C2C(c3ccc(F)cc3)NN(C(=O)c3ccc(C)cc3)C2C1=O (stereo not given) | i | i | -12 | i | 8 | i | i | 14 | i | i | i
49 | CC(=O)c1cccc(NC(=O)c2csc(-n3nc(C)cc3C(F)(F)F)n2)c1 | i | i | -11 | i | 1 | i | i | 0 | i | i | i

Carrying on:
No. | Structure | TRPC4 PAM | TRPC4 inh | hERG rescue | KCNQ1 inh | DYRK1A inh | TRPC4 act | PolyA inhibitor | Platelet DG rel | KCNK3 block | KCNK9 inh | KCNQ1 pot
51 | COc1ccc2c(C(=O)c3ccc(C)cc3)n(CCC(N)=O)[n+]([O-])c2c1 | i | i | -7 | i | -14 | i | i | -4 | i | i | i
52 | COc1ccc(CCNC(=O)Cn2cnc3c(nnn3Cc3ccc(C)cc3)c2=O)cc1OC | i | i | 1 | i | -3 | i | i | -5 | i | i | i
53 | COc1cccc(N2C(=O)c3ccncc3C2=O)c1 | i | i | -5 | i | -1 | i | i | 8 | i | i | i
54 | O=C(COC(=O)c1ccc([N+](=O)[O-])o1)c1ccccc1 | i | i | -5 | i | -6 | i | i | -1 | i | i | i
55 | Cc1ccc(Cn2c(SC3CCOC3=O)nc3ccccc3c2=O)cc1 (stereo not given) | i | i | -5 | i | -1 | i | i | 4 | i | i | i
56 | Cc1cccc(C)c1NC(=O)C1CCCN1S(=O)(=O)c1ccc(-c2ccc(=O)[nH]n2)s1 (stereo not given) | i | i | -9 | i | 4 | i | i | ? | i | i | i
